High-throughput results as filed in PubChem.
H9c2 TAG inh: inhibitors of triacylglycerol accumulation; H9c2 cells, Nile Red lipid (TAG) fluorescence; cells loaded with 200 µM oleic acid; inhibition, % at 12.5 µM; 230,000 tested, 0.66% active;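 active means pattern-corrected inhibition of lipid staining of at least 50% with the nuclear-stain viability signal not falling by more than 50%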;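 further: 0% = DMSO wells and 100% = triacsin C control wells; some results filed as inactive read as strong as hits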
H9c2 TAG inh DAPI viability: recorded beside H9c2 TAG inh, whose call it bears; DAPI nuclei signal change (viability), lower = more cytotoxic, %;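 whole-well DAPI fluorescence read on a plate reader as a viability signal; minus 50 percent equals half of cells still viable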
* hit, by the source's call. This is a subset. The share of hits here may be higher or lower than overall.

#1 O=C(/C=C/c1ccccc1)NC(=S)NNC(=O)c1cnccn1
#2 O=C(O)C(Cc1ccccc1)N1C(=O)C2CCCCC2C1=O (configuration not stated)
#3 CCN(C[C@H]1N[C@@](Cc2ccccc2)(C(=O)OC)[C@H]2C(=O)N(C)C(=O)[C@@H]12)S(=O)(=O)c1ccccc1
#4 Cc1ccccc1-c1nnn(CC(=O)c2ccc(S(=O)(=O)N3CCCC3)cc2)n1
#5 CCOC(=O)c1sc(NC(=O)/C=C/c2ccccc2)nc1C
#6 COc1ccc(N=C2CC(C)(C)CC(=O)/C2=C(/O)c2ccccc2)cc1
screen / no.	1	2	3	4	5	6
H9c2 TAG inh	3.2	-13.1	-2.0	-3.8	-20.2	-0.8
H9c2 TAG inh DAPI viability	-3.8	2.7	2.7	15.8	-4.0	-3.7

#7 COc1cccc(-c2cc(C(F)(F)F)n3nc(N)nc3n2)c1
#8 O=C(c1ccco1)N1CCN(C(=O)C(c2ccccc2)c2ccccc2)CC1
#9 COc1cc(OC)cc(C(=O)Nc2nc(CC(=O)NCc3ccc(F)cc3)cs2)c1
#10 CSc1nc2c(c(=O)[nH]1)C(c1ccccc1Cl)CC(=O)N2 (configuration not stated)
#11 Fc1ccccc1Nc1nc(N2CCOCC2)nc(N2CCOCC2)n1
#12 COCc1cc(=O)[nH]c(-c2ccc(C(F)(F)F)cc2)n1
screen / no.	7	8	9	10	11	12
H9c2 TAG inh	-20.5	-4.6	-21.0	-15.2	21.9	1.9
H9c2 TAG inh DAPI viability	1.9	13.0	-1.8	11.6	-1.7	-3.5

#13 N#C/C(=C\c1cccs1)C(=O)Nc1nccs1
#14 Cc1ccc(C2(c3noc(CN(C)Cc4cnn(C)c4)n3)CCCC2)cc1
#15 COc1ccccc1CNC(=O)COC(=O)c1cccnc1SCC(=O)NCc1ccccc1OC
#16 CCCC(C)NC(=O)c1ccc(F)cc1 (configuration not stated)
#17 O=C(CCN1C(=O)c2ccccc2S1(=O)=O)Nc1ccc(F)cc1F
#18 Cc1ccc(S(=O)(=O)Nc2cnc3ccccc3c2)cc1
screen / no.	13	14	15	16	17	18
H9c2 TAG inh	8.3	-5.9	-10.1	-6.3	-0.7	-12.4
H9c2 TAG inh DAPI viability	-2.9	1.7	-1.8	18.4	1.3	0.0

#19 COc1cccc(NC(=S)NC(=O)/C=C/c2ccc(F)cc2)c1
#20 COc1ccc(-n2ccnc2SCC(=O)NCc2ccco2)c(OC)c1
#21 Cc1ccc(S(=O)(=O)CC(=O)N2CCN(c3ccc([N+](=O)[O-])cc3)CC2)cc1
#22 Cc1ccc(NC(=O)CSc2nnc(CNC(=O)c3ccco3)n2C)cc1C
#23 Cc1ccc(C(=O)Nc2ccc(F)c(S(=O)(=O)N3CCOCC3)c2)s1
#24 CC(C)C(NC(=O)C1CCCCC1)C(=O)N1CCN(c2ccc(F)cc2)CC1 (configuration not stated)
screen / no.	19	20	21	22	23	24
H9c2 TAG inh	-4.0	1.9	-13.9	-2.0	10.4	6.5
H9c2 TAG inh DAPI viability	-6.8	-6.1	2.8	-4.8	-3.4	-10.0

#25 Cc1ccc(-n2c(SCC(=O)OC(C)C)nnc2-c2ccncc2)cc1
#26 COc1ccccc1N1CCN(C2CCCN(C(=O)CCn3cncn3)C2)CC1 (configuration not stated)
#27 Cc1ccc(C2(C)NC(=O)N(CC(=O)Nc3ccc4c(c3)OCO4)C2=O)cc1 (configuration not stated)
#28 O=C(O)CCc1nc2ccccc2n(CCc2ccccc2)c1=O
#29 CCCc1c(C)nn(C(=O)/C(C#N)=N/Nc2ccccc2[N+](=O)[O-])c1C
#30 S=c1[nH]nc(-c2ccccc2)o1
screen / no.	25	26	27	28	29	30
H9c2 TAG inh	4.1	-9.3	8.3	10.3	-0.1	-9.7
H9c2 TAG inh DAPI viability	-5.3	4.6	-2.3	-6.2	-0.2	-5.2

#31 O=C(N/N=C/c1coc2ccccc2c1=O)c1cccc([N+](=O)[O-])c1
#32 CCC(C)(C(=O)NC1CCCCC1)N(C(=O)c1ccccn1)c1ccccc1 (configuration not stated)
#33 COc1ccc(C(=O)NC(C)c2cccnc2)cc1S(=O)(=O)N(C)Cc1ccccc1 (configuration not stated)
#34 CC1C(=O)NN=C1C(=O)N/N=C/c1cccs1 (configuration not stated)
#35 COC(Cn1c2c(c3cc(C)ccc31)CCCC2NCc1ccccc1)OC (configuration not stated)
#36 CCN(C(=O)COc1cc(OC)ccc1C(C)=O)C1CCS(=O)(=O)C1 (configuration not stated)
screen / no.	31	32	33	34	35	36
H9c2 TAG inh	-5.7	-14.9	5.0	10.4	-15.6	-26.5
H9c2 TAG inh DAPI viability	2.0	11.4	-1.3	2.2	19.6	3.9

#37 COC(=O)C1=C(C)N(c2cc(C)cc(C)c2)/C(=C/c2ccco2)C1=O
#38 CCN1C(=O)N[C@@H](c2cccc(C(F)(F)F)c2)C(C(=O)OC)=C1C
#39 O=C1C(Cl)=C(NC2CCCCC2)C(=O)N1Cc1ccccc1
#40 OC1(c2ccc(Br)cc2)CN(c2ccccc2)C2=[N+]1CCS2 (configuration not stated)
#41 CCOc1ccc(N2C(=O)CC(NCCNc3ccc(C(=O)c4cccs4)cc3)C2=O)cc1 (configuration not stated)
#42 COC(=O)c1ccc2c(c1)N(Cc1nc(-c3ccc(Cl)cc3)oc1C)C(=O)C1CCCN21 (configuration not stated)
screen / no.	37	38	39	40	41	42
H9c2 TAG inh	5.3	-9.7	2.2	4.6	6.2	-0.6
H9c2 TAG inh DAPI viability	87.0	3.2	4.2	3.0	-0.2	17.5

#43 C/C(O)=C(\C#N)P(=O)(c1ccccc1)c1ccccc1
#44 O=C(CSc1nnc(-c2cccs2)n1CC1CCCO1)N1CCCC1 (configuration not stated)
#45 CCC(C)c1ccc(NC(=O)CC(C)=O)cc1 (configuration not stated)
#46 O=C(COC(=O)C1CCCCC1)Nc1cc([N+](=O)[O-])ccc1F
#47 COCCCN=Cc1c(-c2ccccc2)[nH]n(-c2nc3ccccc3s2)c1=O
#48 CSCCC(NS(=O)(=O)c1ccc(C)cc1)C(=O)NNC(=O)c1csc(N2CCOCC2)n1 (configuration not stated)
screen / no.	43	44	45	46	47	48
H9c2 TAG inh	-0.2	-50.8	28.5	19.8	10.7	22.1
H9c2 TAG inh DAPI viability	-2.3	-6.8	3.6	-9.3	-0.5	-19.2

#49 COc1cc(CNc2ncnc3c2ncn3[C@H]2CN(Cc3ccc(-c4ccccc4)cc3)C[C@@H](CO)O2)cc(OC)c1OC
#50 CCCNC(=O)c1ccc2c(=O)c(O)c(-c3ccc(Cl)c([N+](=O)[O-])c3)[nH]c2c1
#51 CCOc1ccc(OCC)c(NC(=O)CN(c2ccc(C)cc2)S(=O)(=O)c2c(C)noc2C)c1
#52 O=C(NCc1ccccc1)c1onc(CSc2ccc(F)cc2)c1C(=O)NCCCN1CCOCC1
#53 CC(C)C[C@H]1CN([C@@H](CC(C)C)CN2CCC[C@@H]2CN2C(=O)C(=O)NC[C@@H]2Cc2ccccc2)C(=O)C(=O)N1CC1CCCCC1
#54 Cc1noc(NC(=O)c2ccccc2)c1C#N
screen / no.	49	50	51	52	53	54
H9c2 TAG inh	36.1	20.2	52.8*	-12.1	6.5	-10.8
H9c2 TAG inh DAPI viability	-15.0	-5.5	-3.4*	-2.7	2.2	12.7

#55 c1ccc(CCC2CCCCN2Cc2nc(-c3ccc4c(c3)OCO4)no2)nc1 (configuration not stated)
#56 NC(C(=O)O)C1ON=C(Cl)C1O (configuration not stated)
#57 O=C1c2ccccc2NC(c2ccccc2)N1NS(=O)(=O)c1ccccc1 (configuration not stated)
#58 CCN(CC(=O)NC(C)C)C(=O)[C@H](C)NC(=O)c1ccc(Br)cc1
#59 O=C(CSc1n[nH]c(=O)[nH]c1=O)Nc1ccc2c(c1)C(=O)c1ccccc1C2=O
#60 O=C(COC(=O)/C=C/c1cccc(Cl)c1)Nc1ccc2[nH]c(=O)[nH]c2c1
screen / no.	55	56	57	58	59	60
H9c2 TAG inh	9.5	-5.9	-21.4	5.7	27.3	3.3
H9c2 TAG inh DAPI viability	6.0	-2.0	1.5	-0.3	-5.2	-2.0

#61 OC(c1ccccc1)c1nc(-c2csc3ccccc23)cs1 (configuration not stated)
#62 CC(C)CCn1c(=O)c2ccccc2n2c(CN(C)Cc3ccccc3)nnc12
#63 Cc1ccccc1C#CC1=CC(=O)CC(C)(C)C1
#64 CCN(CC)C(=O)C1=C(C)N(CCC2=CCCCC2)C(=O)C(CC(=O)NCCc2ccccn2)C1 (configuration not stated)
#65 O=C(COc1ccc(S(=O)(=O)NC2CCCC2)cc1)N1CCCCCC1
#66 CC(=O)c1cnc(-c2cccc(Cl)c2)s1
screen / no.	61	62	63	64	65	66
H9c2 TAG inh	-23.6	-10.6	32.5	11.4	0.7	9.2
H9c2 TAG inh DAPI viability	1.3	1.1	-6.3	-0.2	-12.2	3.5

#67 Cc1ccc(NC(=O)C(=O)NCC2CCCN2S(=O)(=O)c2cccs2)c(C)c1 (configuration not stated)
#68 CC1=CCC2C(=O)N(c3nc(C)cc(C)n3)C(=O)C2C1 (configuration not stated)
#69 COc1ccc(-c2cccc(NC(=O)c3cccs3)c2)nn1
#70 CCOC(=O)C1CCN(CCC(=O)Nc2ccc(Br)cc2)CC1
#71 Cc1nn(C)cc1S(=O)(=O)N1CCN(c2cccc(Cl)c2)CC1
#72 CC(=O)Nc1ccc(C2=NN(C)C(=NCc3ccccc3)SC2)cc1
screen / no.	67	68	69	70	71	72
H9c2 TAG inh	14.5	0.0	19.8	-6.4	6.7	-15.7
H9c2 TAG inh DAPI viability	-3.5	5.9	-3.7	8.9	-8.9	6.3

#73 Cc1cccc[n+]1CC(=O)c1ccc([N+](=O)[O-])cc1
#74 Cc1ccc(-c2nn(C)c(=O)c3ccccc23)cc1CN1CCOCC1
#75 O=C(NNC(=O)C1CC1)Nc1ccc(Cl)cc1
#76 CCN(CC)S(=O)(=O)c1cccc(C(=O)NC(C(=O)NCCc2ccccn2)C(C)C)c1 (configuration not stated)
#77 CON=C1CCN(c2ncc(C(F)(F)F)cc2Cl)CC1
#78 N#Cc1ccc(NC(=O)CN2C(=O)NC(Cc3ccccc3)C2=O)cc1 (configuration not stated)
screen / no.	73	74	75	76	77	78
H9c2 TAG inh	20.4	-10.4	1.2	3.1	-4.9	-8.9
H9c2 TAG inh DAPI viability	-14.3	7.6	-2.1	0.4	22.4	-4.3

#79 CCCNCc1cc(OC)c(OCC(=O)Nc2ccccc2)cc1Br
#80 CC(=O)Nc1ccc(NC(=O)CSc2n[nH]c(-c3cccs3)n2)cc1
#81 O=C(N/N=C/c1cc([N+](=O)[O-])ccc1Cl)c1ccc2nc[nH]c2c1
#82 CC(C)CCN1C(Nc2ccccc2)=NC[C@@H]1C
#83 Cc1ccc(NC(=O)CCCc2nc3ccccc3c(=O)[nH]2)c(Cl)c1
#84 Cc1ccc(S(=O)(=O)N2CCC(C(=O)OCC(=O)N(Cc3ccccc3)C(C)C)CC2)cc1C
screen / no.	79	80	81	82	83	84
H9c2 TAG inh	4.4	4.7	-2.1	2.9	18.9	-0.9
H9c2 TAG inh DAPI viability	24.1	-3.7	8.4	-0.7	-5.1	5.9

Some of the entries above, reformatted.
79. CCCNCc1cc(OC)c(OCC(=O)Nc2ccccc2)cc1Br
  H9c2 TAG inh: 4.4 | H9c2 TAG inh DAPI viability: 24.1

80. CC(=O)Nc1ccc(NC(=O)CSc2n[nH]c(-c3cccs3)n2)cc1
  H9c2 TAG inh: 4.7 | H9c2 TAG inh DAPI viability: -3.7

81. O=C(N/N=C/c1cc([N+](=O)[O-])ccc1Cl)c1ccc2nc[nH]c2c1
  H9c2 TAG inh: -2.1 | H9c2 TAG inh DAPI viability: 8.4

82. CC(C)CCN1C(Nc2ccccc2)=NC[C@@H]1C
  H9c2 TAG inh: 2.9 | H9c2 TAG inh DAPI viability: -0.7

(next part)
#85 CCSc1nnc(NC(=O)c2ccccn2)s1
#86 O=S(=O)(c1cccs1)N1CCN(CC(O)COc2cc(Cl)ccc2Cl)CC1 (configuration not stated)
#87 CCOc1ccc(CCNC(=O)COC(=O)c2n[nH]c3ccccc23)cc1OCC
#88 N#C/C(=C\c1cccnc1)C(=O)Nc1ccccc1[N+](=O)[O-]
#89 O=C(NCCS(=O)(=O)N1CCN(c2ccccc2)CC1)C1CC1
#90 O=C(NCC(c1cccnc1)N1CCN(c2ccccc2F)CC1)c1ccco1 (configuration not stated)
screen / no.	85	86	87	88	89	90
H9c2 TAG inh	-1.0	-18.3	37.2	-0.3	-15.7	-4.2
H9c2 TAG inh DAPI viability	-13.3	4.8	-3.6	6.6	2.8	4.9

#91 COC(=O)c1ccc(NC(=O)C2CCCO2)cc1 (configuration not stated)
#92 O=C(Cc1cccc2ccccc12)NC(=S)Nc1cccc(C(=O)O)c1
#93 FC(F)C(F)(F)c1cc(-c2ccccc2)n[nH]1
#94 CCOC(=O)Cc1csc(NC(=O)Cc2ccc(C)cc2)n1
#95 Nc1ccccc1SCC1CSc2nc3ccccc3c(=O)n21 (configuration not stated)
#96 O=C(CCCCCNC(=S)Nc1ccc(Cl)cc1)C[N+](=O)[O-]
screen / no.	91	92	93	94	95	96
H9c2 TAG inh	21.6	17.4	2.0	-5.3	13.4	-15.9
H9c2 TAG inh DAPI viability	-16.8	-18.8	-0.1	-3.0	-9.8	2.1

#97 c1ccc(-n2nnnc2-c2cccnc2)cc1
#98 Cc1ccsc1C(=O)N/N=C/C=C/c1ccccc1[N+](=O)[O-]
#99 Cc1cccc(OCC(=O)Nc2cc(NC(=O)COc3cccc(C)c3C)cc(C(=O)O)c2)c1C
#100 CC(=O)c1cc2c(cc1C)CCCC2(C)C
screen / no.	97	98	99	100
H9c2 TAG inh	0.2	4.6	3.9	4.8
H9c2 TAG inh DAPI viability	2.2	2.4	4.8	-2.4
